High-throughput results deposited in PubChem by National Center for Advancing Translational Sciences (NCATS).
Pf Dd2 growth: qHTS Primary assay for Inhibitors of Plasmodium falciparum Dd2 growth in vitro. P. falciparum Dd2 growth, SYBR Green, 72 h. Potency, µM (titrated, usually from 28.9 µM), without a hit: at the top dose activity, negative = inhibition, actives largely listed as inhibitors. hit rate 4.3% among 120,000. AID 1347417, 2020; active means well fitted inhibition curve with a large enough effect; inconclusive means small, poorly fitted or top-dose-only effect; inactive means no such curve, though single readings can be large or run the other way;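 further: plate controls were DMSO vehicle for no effect and reference drug for full effect; nearly all actives have a fitted effect of over 65% in size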
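Infected erythrocytes (Dd2, 0.3% parasitemia, 2.5% hematocrit final) are added to compound in RPMI-1640/Albumax II medium, grown 72 h at 37C in low oxygen, then lysed with saponin/Triton-X containing SYBR Green and read by fluorescence.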
The depositor's hits bear a star; i = inactive; ? = inconclusive; [ ] = remark or other dose. Potency means the concentration at half of the fitted maximal effect.

SMILES	Pf Dd2 growth
COc1ccc(-c2cc(N3CCC(NC(=O)c4ccc(C)cc4)C3)n[nH]2)cc1 (stereo not given)	11.2µM*
Fc1ccccc1-c1nc(N2CCN(c3cccc(Cl)c3)CC2)c2ccccc2n1	-23.5%
COc1ccc(CNC(=O)Cc2c(C)c3cc4c(C)coc4c(C)c3oc2=O)cc1	-1.4%
Cc1cnc(CCNC(=O)Cc2ccccc2)n1CC1CC1	?
O=C(c1ccccc1F)N1CCc2nc(C3CC3)nc(-c3ccc(Cl)cc3)c2CC1	?
COc1ccc(NC(=O)Cn2c(=O)c3cccn3c3ccccc32)cc1	5.5%
CN1C[C@@H]2CCCN3CCC[C@@H]([C@H]23)[C@H]1CCCC(=O)NCCCN1CCOCC1	-13.8%
CS(=O)(=O)N1CCC(CC(=O)NCCCN2CCc3ccccc3C2)C1 (stereo not given)	-28.2%
O=C(c1nc(-c2ccsc2)c2cnccn12)N1CCCC1	?
O=C(c1ccccn1)N1CCn2c(nnc2-c2ccccc2)C1	-21.3%[44.1 µM]
O=C(c1ccccc1OCC1CCCN(Cc2cccc(O)c2)C1)N1CCCC1 (stereo not given)	?
Cc1cc(C)nc(N2C[C@H]3OC(=O)N(CCc4cccc(Cl)c4)[C@H]3C2)n1	6.3%

For convenience, part of the list above.
SMILES	Pf Dd2 growth
O=C(c1ccccc1OCC1CCCN(Cc2cccc(O)c2)C1)N1CCCC1 (stereo not given)	?
Cc1cc(C)nc(N2C[C@H]3OC(=O)N(CCc4cccc(Cl)c4)[C@H]3C2)n1	6.3%

New compounds follow.
SMILES	Pf Dd2 growth
CCn1c(=O)c2c(cc(C)n2C)n(CC(=O)Nc2ccc(C)cc2C)c1=O	19.2%
Cc1nsc(NC(=O)NC(C)c2ccc(Cl)cc2)n1 (stereo not given)	-1.3%
O=C(N[C@@H]1CN(Cc2ccc(Br)o2)C[C@H]1CO)C1CC1	-6.9%
CN(C)C(=O)C1CN(c2ccccc2)C(=O)N1 (stereo not given)	21.2%[44.1 µM]
O=C(CCc1ccccc1)N1CCC(Oc2ccc(C(=O)N3CCOCC3)cn2)CC1	11.4%
Cc1ccc(S(=O)(=O)N2CCCC(CCC(=O)NC3CCS(=O)(=O)C3)C2)cc1 (stereo not given)	3.9%
COc1ccc2nc3n(c2c1)[C@@H](CNC(=O)c1ccc(F)cc1)COC3	i
CN(C1CCOCC1)C1CCN(C(=O)c2ccccn2)CC1	25.9%
COc1ccc(-n2c(=O)c3c(c4cc(OC)ccc4n3C)n(C)c2=O)cc1	-14.6%
O=C(Nc1nnc(S(=O)(=O)N2CCc3ccccc32)s1)c1ccccc1Cl	-16.6%
NCc1cccc(Oc2ncnc3ccccc23)c1	?
Cn1nc2n(c1=O)CCC(NC(=O)NCc1ccco1)CC2 (stereo not given)	20.4%

Sorted by SMILES length (low to high): 7 of the compounds above
SMILES	Pf Dd2 growth
CN(C)C(=O)C1CN(c2ccccc2)C(=O)N1 (stereo not given)	21.2%[44.1 µM]
Cc1nsc(NC(=O)NC(C)c2ccc(Cl)cc2)n1 (stereo not given)	-1.3%
CN(C1CCOCC1)C1CCN(C(=O)c2ccccn2)CC1	25.9%
Cn1nc2n(c1=O)CCC(NC(=O)NCc1ccco1)CC2 (stereo not given)	20.4%
O=C(N[C@@H]1CN(Cc2ccc(Br)o2)C[C@H]1CO)C1CC1	-6.9%
O=C(Nc1nnc(S(=O)(=O)N2CCc3ccccc32)s1)c1ccccc1Cl	-16.6%
CCn1c(=O)c2c(cc(C)n2C)n(CC(=O)Nc2ccc(C)cc2C)c1=O	19.2%

(continued)
SMILES	Pf Dd2 growth
Cc1cc(C(=O)N2CCCC(c3nc(-c4cccnc4)no3)CCNC(=O)CC2)n(C)n1 (stereo not given)	3.2%
N#CC1CCN(Cc2ccccc2OCC(O)CN2CCCCC2)CC1 (stereo not given)	?
Cc1noc(-c2ccccc2Cl)c1C(=O)NCCCOC(C)C	i
CCOc1ccccc1CN1CCC2(CCN(C(=O)N(C)C)CC2)Oc2ccccc21	?
CCc1ccc(S(=O)(=O)c2nnn3c2nc(NC2CCCC2)c2sccc23)cc1	i
CN(Cc1cccc2ncccc12)C(=O)CN1CCOC1=O	-16.5%
Cc1ccc(CN2CCc3oc(C)c(C(=O)NCCN4CCN(C)CC4)c3C2)cc1	?
O=C(NCCC1CCN(C(=O)Nc2ccc(F)cc2F)CC1)c1ccccc1	-1.6%
Cc1nc(-c2ccc(C(F)(F)F)cc2)cc([C@H]2CN3CC[C@H]2C[C@@H]3CNC(=O)C2CCC2)n1	-20.9%
COc1ccccc1NC(=O)CSc1cn(CC(=O)N2CCCC2)c2ccccc12	-16.4%
Cc1ccc(S(=O)(=O)C(CNC(=O)C(=O)NCCc2ccc(Cl)cc2)c2ccco2)cc1 (stereo not given)	12.3%
O=C(c1ccncc1)N1CCCCC1c1nc(CCOc2ccc(F)cc2)no1 (stereo not given)	-20.9%
Cn1cccc1CN1CCCC2(CNc3ccccc3[S+](=O)([O-])N2)C1 (stereo not given)	-5.0%
Cc1nn(Cc2ccccc2)c(C)c1[C@@H]1C=C[C@@H](NC(=O)CCC(=O)O)C1	-8.0%[44.1 µM]
CC(=O)N1CCN(CC[C@H]2CN(C(=O)c3ccc(N(C)C)cc3)CC[C@H]2CC(=O)O)CC1	10.4%
COc1ccc2c(CNCCc3ccco3)c(C(=O)O)n(Cc3ccc(F)cc3)c2c1	?
CC(C)(C)c1ccc(C(=O)Nc2nnc3n2CCS3)cc1	?
CCc1noc(-c2cccn3c(CNC(=O)c4ccccc4Cl)nnc23)n1	?
COc1ccccc1NC(=O)c1oc2ccccc2c1NC(=O)COc1ccccc1OC	3.9%
COc1ccc(S(=O)(=O)c2c(O)c(C)cc(NS(=O)(=O)c3ccc(Cl)cc3)c2C(C)C)cc1	i
O=C(NC1CCCC1)c1ccc(CSc2nc3cccnc3n2Cc2ccccc2)cc1	13.5%
COc1cccc(CNC(=O)C2CN(c3cccc(Cl)c3)C(=O)N2)c1 (stereo not given)	-3.3%
Cc1ccc(-n2nc(C(=O)Nc3cccc(C#N)c3)c3c4ccccc4n(C)c3c2=O)cc1	17.3%
COc1ccc(C)cc1NC(=O)CC[C@H]1NC(=O)c2ccccc2NC1=O	-17.7%
O=C(NCc1ccc(Cl)cc1)C1CCN(c2nn3cc(-c4ccc(F)cc4)nc3s2)CC1	31.6%
CC(C)c1ccc(C2=CC(c3ccc(C(C)C)cc3)n3nnnc3N2)cc1 (stereo not given)	?
Cc1cccc(C(=O)N2CC(c3nnc(C(C)C)o3)C3(CCOCC3)C2)c1 (stereo not given)	-19.4%
COc1ccc(CNC(=O)Cn2c(=O)oc3cc(S(=O)(=O)NCc4ccccc4)ccc32)cc1	i
C#CCNC(=O)[C@@H]1CCCN1[C@@H](C(=O)NC)c1ccccc1F	3.1%[44.1 µM]
CC(C)=CCO[C@H]1CCOC[C@H]1NC(=O)CCc1ccc(=O)[nH]n1	-21.0%
COC(=O)c1ccccc1NC(=O)N1CCC[C@@H](O)[C@H](NC(=O)c2ccc(OCc3ccccc3)cc2)C1	i
O=S(=O)(N[C@H]1CO[C@H]2[C@@H]1OC[C@@H]2n1nnnc1-c1ccccc1)c1cccc2cccnc12	-20.9%
COc1nccc(N2CCC(CC(=O)NCc3cccc(C(F)(F)F)c3)CC2)n1	-5.4%
COc1ccccc1N1CCN(c2ccc(-c3nc(-c4ccccc4)no3)cc2[N+](=O)[O-])CC1	-16.6%
COCCNC(=O)[C@H]1C[C@H](Oc2cccnc2)CN1C(=O)NCc1ccccc1	-8.6%
Cc1ccc(CNC(=O)Cn2c(=O)n(-c3cccc(Cl)c3)c(=O)c3sc4ccccc4c32)cc1	-7.9%
CCc1ccc(-n2c(=O)c3c(C)c(C)sc3n(CC(=O)NCc3ccc(C)cc3)c2=O)cc1	i
COc1ccc(-c2nc(C)c(CCNC(=O)c3ccc(F)c(F)c3)s2)cc1	-11.5%
CC(C)N1CCN(C(=O)c2csc(N3CCN(c4cccc(Cl)c4)CC3)n2)CC1	-17.0%
CCC(=O)N1CCc2cc(Br)cc(S(=O)(=O)CCC(=O)N(C)c3cccc(C)c3)c21	?
O=C(Nc1ccccc1)c1cccc(S(=O)(=O)Nc2cccc(F)c2)c1	13.3%
COc1ccc(CNC(=O)N2CCC(c3noc(-c4cccnc4)n3)C2)cc1 (stereo not given)	i[5.79 µM]
Cc1ccccc1CC(=O)NCc1nnc2c(-c3nc(C(C)C)no3)cccn12	-14.4%
CCOc1ccc(NC(=O)COc2ccc(-c3nnc4n3CCCC4)cc2)cc1	?
COc1ccc2ccc(OCc3nc(C(=O)NC(C)c4n[nH]c(C)n4)co3)cc2c1 (stereo not given)	-18.4%
O=C(c1ccco1)c1cn(CCOc2ccc(F)cc2)c2ccccc12	1.26µM*
COC1CN(c2cccc(F)c2)C12CCN(C(=O)COc1ccccc1)CC2 (stereo not given)	-15.4%
Cc1onc(-c2c(F)cccc2Cl)c1C(=O)Nc1ccc(OC(C)C)cc1	-4.9%

Fetched by structure from the entries so far, three records:
SMILES	Pf Dd2 growth
COc1ccc(-c2nc(C)c(CCNC(=O)c3ccc(F)c(F)c3)s2)cc1	-11.5%
Cc1onc(-c2c(F)cccc2Cl)c1C(=O)Nc1ccc(OC(C)C)cc1	-4.9%
CC(C)N1CCN(C(=O)c2csc(N3CCN(c4cccc(Cl)c4)CC3)n2)CC1	-17.0%

Continued.
SMILES	Pf Dd2 growth
COc1ccc(CN2CCCn3nc(C)c(-c4ccccc4Oc4ccccc4)c32)cc1O	1.26µM*
CN(C)c1nc2c(c(=O)[nH]1)CCN(Cc1ccc(F)c(Cl)c1)CC2	-0.6%[5.79 µM]
Cc1cccc(NC(=O)Cn2nc(-c3ccc(Cl)cc3)c3ccccc3c2=O)c1	-5.8%
Cc1ccc(NC(=O)c2cc(S(=O)(=O)NCCc3ccc(Cl)cc3)ccc2F)cc1	i
CCOc1ccc(-n2c(SCC(=O)Nc3ccccc3OC)nc3c(oc4ccccc43)c2=O)cc1	?
CCc1ccc(NC(=O)Cn2c(=O)n(CCCCC(=O)NCc3ccc4c(c3)OCO4)c(=O)c3ccccc32)cc1	i
O=C(c1cc(-c2ccc(F)cc2)nc2ccccc12)N1CCC(Cc2nncn2CC2CC2)CC1	?
O=S1(=O)NC2(CCN(Cc3c[nH]c4ccccc34)C2)COc2ccncc21 (stereo not given)	?
COC(=O)[C@@H]1Cc2ncn(Cc3ccc(OC)cc3)c2CN1S(=O)(=O)c1cccc2cccnc12	?
O=C(Cn1cc(C(=O)C2CC2)c2ccccc21)Nc1ccc(Br)cc1	-11.0%
CNC(=O)c1ccc2cc[nH]c2n1	12.1%[44.1 µM]
CCn1cc(S(=O)(=O)c2cccc(Cl)c2)c(=O)c2cc(F)c(N3CCN(C)CC3)cc21	?
CN(C)[C@@H]1CN(C(=O)c2ccc(F)cc2F)C[C@H]1CO	23.3%
O=C(c1cc(F)cc(F)c1)N1CCC(Oc2ncccc2C(=O)N2CCCCC2)C1 (stereo not given)	?
C=CCCCC(=O)Nc1ccc(NC(=O)C(C)(C)C)c(OC)c1	15.4%
COc1ccc(NC(=O)c2cnc3c(c2)N(C(=O)Cc2ccccc2OC)CCC3)cn1	?
CNc1nccc(N2CCC(CC(=O)N3CCN(c4cccc(OC)c4)CC3)CC2)n1	?
Cc1ccc(-n2c(C3CCN(C(=O)c4cc(F)ccc4F)CC3)n[nH]c2=O)cc1	i
COc1ccc2nc([C@H]3CCN(C(=O)c4ccccc4)C3)[nH]c2c1	?
COc1ccc(CN[C@@H]2CO[C@H](CNC(=O)CC(C)(C)C)[C@H]2O)cc1	-1.0%[44.1 µM]
CC1(c2ccccc2)CCCN(C(=O)c2cc(-c3ccncc3)n[nH]2)C1 (stereo not given)	i
COCCOCc1nc(C2CCCN2C(=O)c2ccccn2)no1 (stereo not given)	17.5%
CCNC(=O)N1CCCCCCNC(=O)[C@@H]2C[C@@H](c3nc(-c4cccnc4)no3)C[C@@H]21	i
O=C(CCn1c(=O)c2ccccc2n(Cc2cccc(F)c2)c1=O)NCc1ccc2c(c1)OCO2	9.5%
O=C(NCc1ccccc1)C1CCN(c2cc(C(F)(F)F)ncn2)CC1	13.5%
Cc1cnc(C(=O)N2CCCC(C(=O)NCc3ccccc3)CCNC(=O)CC2)cn1 (stereo not given)	i
C[C@@H]1CN(C[C@@H]2CN(C(=O)c3ccc(Cl)o3)C[C@@H]2CO)C[C@H](C)O1	-2.1%
CCc1ccc(OCCn2c(C3CC(=O)N(Cc4ccc(F)cc4)C3)nc3ccccc32)cc1 (stereo not given)	?
Cn1ccc2c(C(=O)NCCC(N)=O)nc(-c3ccccc3)cc21	5.8%[44.1 µM]
N#Cc1ccc(S(=O)(=O)N2C[C@@H](Oc3cccnc3)C[C@H]2C(N)=O)cc1	1.9%
O=C(C1COc2ccccc2C1)N1CCc2c(ncnc2N2CCOCC2)C1 (stereo not given)	-8.5%
CC1CCN(S(=O)(=O)c2ccc3c(c2)N(CC(=O)N(C)Cc2ccccc2)C(=O)CO3)CC1	-12.7%
COc1cccc(-n2c(-c3ccco3)nc3c(cnn3-c3ccc(Cl)cc3)c2=O)c1	?
COc1ccc(C2Cn3nnc(C(=O)N4CCN(C(=O)c5ccccc5F)CC4)c3CO2)cc1 (stereo not given)	-23.8%
COC(=O)C1=C(C)N=C2SC=C(CC(=O)Nc3ccc(C)cc3)N2C1c1cccc(OC)c1 (stereo not given)	?
COCCCNC(=O)c1sc2nc(C)c(C(=O)Nc3ccc(Cl)cc3)c(-c3ccc(Br)cc3)c2c1N	-8.8%
COc1ccccc1CCC(=O)N[C@@H]1CN(c2ccncn2)C[C@H]1CN(C)C	-5.9%
O=C(c1cc2n(n1)CC(c1ccc(Cl)cc1)OC2)N1CCCCC1 (stereo not given)	i
CC(=O)N1CCC(C(=O)N[C@@H]2COCC[C@@H]2OCc2ccccc2)CC1	3.4%
COc1ccc(CN2C[C@@H]3OCC(=O)N(c4ccccc4)[C@@H]3C2)cc1	?

An excerpt; rates above refer to the full screens.
